Tat export inh = E. coli Tat transport inhibition; E. coli MC4100 TorA-mCherry Tat export, fluorescence; inhibition, % at 10 µM; hit rate 0.036% among 340,000; AID 488895;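 active means mean replicate inhibition at least 50% and at least half of replicates individually reaching 50%; inconclusive means only one of the two criteria met; inactive means neither criterion met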;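 further: exported cargo escapes ClpAP degradation while cytoplasmic cargo is degraded and loses fluorescence; 0% = median of neutral control wells and 100% = median of NaSCN control wells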
cardiac RTF act = increases calcium sensitivity of human cardiac regulated thin filaments; hit rate 0.24% among 340,000; AID 493008; activation, % at 7.2 µM; P19429+P45379; IANBD-labeled TnC RTF fluorescence at EC20 calcium; 0% EC20 calcium, 100% full calcium;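 active means activation above the mean over all tested compounds plus 3 SD, cut at about 30% in these data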;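 further: rise in fluorescence read as greater calcium sensitivity of cardiac thin filaments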
CDK5 inh = CDK5/p35 (human) kinase inhibition; Recombinant CDK5/p35, ADP-Glo luminescence, 60 min; inhibition, % at 10 µM; hit rate 0.01% among 330,000; AID 488839;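 active means highest replicate inhibition of at least 50% and at least 75% of replicates reaching 50%; inconclusive means only one of the two criteria met; inactive means both criteria failed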;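 further: plate controls were DMSO neutral control for no effect and GW8510 at 10 µM for full effect; many of its hits are not listed in these tables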
dFosB act = mouse delta FosB homodimer activation. AID 493131. hit rate 0.99% among 340,000. activation, % at 25 µM. P13346. purified delta FosB, TAMRA-CDK5 oligo fluorescence polarization; percent of positive-control signal above neutral wells;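 active means mean activation above about 17%, with every replicate also reaching it, limit read from the data, passing the limit was not always enough; inconclusive means only one of the two conditions met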;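 further: fluorescence polarization rise as delta FosB binds a TAMRA Cdk5 AP-1 oligo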
Target sequence (P13346 whole entry, looked up): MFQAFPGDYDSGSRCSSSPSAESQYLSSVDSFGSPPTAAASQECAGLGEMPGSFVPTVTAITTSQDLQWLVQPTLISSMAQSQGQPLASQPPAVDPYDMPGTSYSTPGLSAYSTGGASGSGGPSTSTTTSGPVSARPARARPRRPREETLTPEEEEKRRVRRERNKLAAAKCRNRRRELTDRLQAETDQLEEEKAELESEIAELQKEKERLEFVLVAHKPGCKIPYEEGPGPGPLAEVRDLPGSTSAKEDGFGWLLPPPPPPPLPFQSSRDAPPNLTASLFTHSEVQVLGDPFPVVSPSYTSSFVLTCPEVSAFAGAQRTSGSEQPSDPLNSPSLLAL
MITF act = increases MITF-driven TRPM1 promoter luciferase signal | hit rate 0.75% among 300,000 | AID 588334 | activation, % at 12.5 µM | SK-MEL-5 TRPM1-promoter luciferase, 24 h; % of positive control, neutral wells = 0;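 active means mean activation of at least 80% with every replicate also reaching 80%; inconclusive means mean reaches 80% but some replicate falls short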;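 further: 0% = neutral control wells and 100% = parthenolide positive control wells; values of inactives mirror those of a sister screen read the other way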
CAL PDZ FP-1 = inhibitors of human CAL PDZ peptide binding; purified CAL PDZ, TMR-peptide fluorescence polarization, 1 h; inhibition, % at 24.9 µM; Q9HD26; AID 602252; hit rate 0.92% among 300,000;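 active means mean inhibition of at least 30% with at least half of replicates also reaching 30%; inconclusive means no clear call, values can overlap the other calls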;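 further: 0% = DMSO neutral control and 100% = excess unlabeled competitor peptide PRC23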
Wnt act = activates Wnt/beta-catenin signaling in a reporter cell assay; activator, plate reader; activation, % at 9.35 µM; hit rate 1.2% among 300,000; in the data active means activation above about 30%, passing the limit was not always enough; inconclusive means no clear call, values can overlap the other calls;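 further: 0% = neutral control wells and 100% = positive control wells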
Rtt109 Vps75 = inhibitors of Candida albicans Rtt109/Vps75 histone acetyltransferase. Q5AAJ8. purified Rtt109/Vps75, ThioGlo CoA-SH fluorescence, 4 h. inhibition, % at 34.9 µM. hit rate 0.16% among 330,000. AID 540336;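 active means inhibition of at least 50% in every replicate; inconclusive means best replicate reaches 50% inhibition but some replicates fall short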
Target sequence (Q5AAJ8 whole entry, looked up): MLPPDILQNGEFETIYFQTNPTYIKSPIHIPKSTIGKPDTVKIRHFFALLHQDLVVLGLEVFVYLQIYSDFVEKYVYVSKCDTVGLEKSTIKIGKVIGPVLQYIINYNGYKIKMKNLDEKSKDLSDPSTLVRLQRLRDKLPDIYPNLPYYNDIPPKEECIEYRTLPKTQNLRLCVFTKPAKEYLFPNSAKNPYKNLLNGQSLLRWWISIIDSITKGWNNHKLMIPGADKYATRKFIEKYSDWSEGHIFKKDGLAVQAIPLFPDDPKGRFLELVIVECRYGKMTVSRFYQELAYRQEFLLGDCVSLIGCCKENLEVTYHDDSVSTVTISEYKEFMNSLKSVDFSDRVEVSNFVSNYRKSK
CAL PDZ FP-2 = human CAL PDZ-peptide interaction inhibition | Q9HD26 | purified CAL PDZ, TMR-peptide fluorescence polarization, 1 h | inhibition, % at 20 µM | hit rate 0.02% among 330,000 | AID 504414;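 active means highest replicate inhibition of at least 40%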;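 further: plate controls were DMSO neutral control wells for no effect and unlabeled competitor peptide control wells for full effect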
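material = purified tagged CAL PDZ domain construct (CerCALP) | compound dosing = 20 µM, one dose | times = 1 h at RT | measured by = fluorescence polarization from S- and P-plane intensities, G-factor corrected | read-out = inhibition from polarization loss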
V-ATPase pH = yeast V-ATPase proton transport regulation by pHLuorin | hit rate 0.37% among 350,000 | response, % at 10 µM | S. cerevisiae, pHLuorin cytosolic pH fluorescence; in the data active means response mostly above about 7.3%, no sharp cut-off; inactive means mostly below about 5.4%; further: actives read high; inactives centre near 0; some compounds called inactive have numbers as strong as hits; reference of the scale not given here
* marks the source's active call; other numbers are inactive results; ? = inconclusive; . = not tested or not shown; & = joins results of further samples.

SMILES	Tat export inh	cardiac RTF act	CDK5 inh	dFosB act	MITF act	CAL PDZ FP-1	Wnt act	Rtt109 Vps75	CAL PDZ FP-2	V-ATPase pH
COc1ccccc1C(=O)Nc1cc(C)ccc1NC(=O)c1ccco1	1	-7	-0.7	-8	-1	6	1	-1	-3.0	-3
O=C(CC1NCCNC1=O)Nc1ccc2c(c1)OCCO2 (configuration not stated)	6	1	0.4	-3	3	-4	.	14	.	4
CCc1ccccc1NC(=O)Nc1cnccn1	0	-1	2.5	0	-17	0	2	5	-2.3	4
O=C(Nc1ccc(Cl)cc1)Nn1cnc2ccccc2c1=O	3	-1	-1.2	-1	.	-4	-6	1	-3.0	3
Cc1ccc(OCC(=O)N(Cc2ccccc2)C(C)C)c([N+](=O)[O-])n1	-6	5	-0.5	-3	-15	-2	.	-7	-0.3	-4
COc1ccc(-c2c(C)nn(-c3ccccc3)c2N)cc1	-4	-4	-1.6	-2	103*	-1	13	-2	-1.9	2
CCOc1ccc2nc(-c3ccccc3)nc(SCC(=O)OC)c2c1	1	1	1.2	-3	-4	.	0	3	-0.4	0
COCn1c(-c2ccc(OC)c(OC)c2)nc2ccccc21	-4	4	2.3	-4	.	0	.	10	-0.2	-3
CCOc1ccc(N2C(=O)CC(Cc3ccccc3OC)C2=O)cc1 (configuration not stated)	1	7	1.5	-5	8	.	0	-1	0.1	2
N#CC1=C(N)S[C@@H](C(=O)c2ccc(F)cc2)[C@@H]1c1cccs1	3	-4	0.6	1	-11	5	-2	11	-1.3	-3
Fc1ccccc1OCC1CCCN(Cc2nc(CC3CC3)no2)C1 (configuration not stated)	0	-1	0.8	8	3	4	0	11	-0.5	2
O=C1N/C(=C/c2cccs2)C(=O)N1Cc1ccccc1F	-2	-7	0.6	-10	2	-4	-5	.	-0.3	0
CCOc1ncccc1C(=O)OCC(=O)NCc1ccc(C(=O)OC)cc1	8	-2	3.2	4	.	-2	-2	5	-0.5	3
O=C(O)CN(CCc1ccccc1)S(=O)(=O)c1ccccc1	-7	4	-0.4	4	8	2	-2	-9	-0.8	-1
COc1cccc(CNC(=O)N2CCN(c3ccccc3)CC2)c1	2	-4	-0.4	-4	-3	-2	1	-5	-2.7	3
COc1ccc(-c2ncnc(C(F)(F)F)c2-c2csc(C)n2)c(O)c1	1	-2	-0.3	1	3	-1	0	-2	0.2	-3
CCN(CC)S(=O)(=O)c1ccc(N2CCOCC2)c(NC(=O)c2ccc3ccccc3c2)c1	6	4	-0.9	-8	25	-1	.	17	-1.8	5
CC(C)C(c1nnnn1C(C)(C)C)N1CCN(Cc2cccnc2)CC1 (configuration not stated)	4	4	-0.5	-2	-11	-2	-1	-13	-1.8	-3
O=C(NCCS(=O)(=O)N1CCN(c2ccccc2)CC1)c1ccc(Br)o1	-4	-10	-2.5	-8	-13	.	-2	-3	-1.4	1
CCCOc1ccc(C(=O)OCCN2CCCCC2)c(O)c1	3	1	0.1	-8	.	-4	3	-21	-1.3	1
Cc1ccc(/C=C/C(=O)NCc2ccccn2)o1	0	4	-0.7	-3	7	2	-3	11	-0.3	-1
COC(=O)c1cc(OC)c(OC)cc1NC(=O)Cn1nnc(-c2ccccc2Cl)n1	8	-5	1.4	-6	0	-1	3	-6	-2.2	0
Cc1nc(NC(=O)C2CC2)sc1C(=O)Nc1ccccc1	-6	-6	0.1	1	.	.	-1	-9	-0.9	-1
O=C(NNC(=O)c1cc(S(=O)(=O)N2CCCCC2)ccc1Cl)c1ccccc1O	-17	-3	-2.1	2	-10	-6	-6	1	0.6	2
COc1ccccc1OCC(=O)Nc1ccc(NC(=O)COc2ccccc2OC)cc1	-6	-1	-5.2	-8	-1	-1	2	-3	-0.8	0
Carrying on:
SMILES	Tat export inh	cardiac RTF act	CDK5 inh	dFosB act	MITF act	CAL PDZ FP-1	Wnt act	Rtt109 Vps75	CAL PDZ FP-2	V-ATPase pH
CCn1c(C2CCN(S(=O)(=O)c3ccc(OC)cc3)CC2)n[nH]c1=S	-1	3	0.2	6	-9	-6	-8	-4	-0.2	0
COCCCn1c(SCC(=O)Nc2ccc(C)cc2)nc2ccccc2c1=O	0	-3	0.4	-5	6	-3	-26	-4	-2.0	2
COc1ccccc1NC(=O)CSc1nc2ccccc2c(=O)n1CCNC(C)=O	-1	1	-0.1	-1	.	-2	-2	-4	-1.3	9
CN(C)CCCN(C(=O)COc1ccc(Cl)cc1)c1nc2cc3c(cc2s1)OCO3	-4	-5	-0.7	39*	-22	-2	0	6	-0.5	3
COCCNC(=O)CSc1ccc(C)cc1	-3	6	-0.1	0	.	-7	-4	.	-1.2	-3
COc1ccccc1Nc1nc(N)nc(CN2CCN(c3ccccc3F)CC2)n1	-1	-3	1.5	4	-7	3	1	15	-0.8	-2
O=S(=O)(Nc1ncccn1)c1cc(Cl)ccc1Cl	-5	-2	-0.7	-4	18	3	1	27	.	6
Cc1c(C(=O)OCC(=O)N2C(C)CCCC2C)oc2ccccc12 (configuration not stated)	6	-4	0.2	-14	74	-4	19	-4	-1.9	6
CCOC(=O)CCNC(=O)N1CCC(CCOc2ccccc2)(C(=O)OCC)CC1	-3	2	0.1	-3	.	-4	3	-1	-0.4	-1
O=C(Nc1c(C(=O)N2CCOCC2)oc2ccccc12)c1cccc([N+](=O)[O-])c1	-3	-5	1.2	-9	-3	-7	28	1	-1.9	0
CCCCNC(=O)COC(=O)CCC(=O)c1cccs1	?	-4	-0.3	8	11	-4	-1	-10	-2.3	0
COc1ccc(N2CCN(S(=O)(=O)c3cc(Br)cnc3N)CC2)cc1	4	0	2.3	-1	-4	-4	-2	20	-2.7	-3
CSc1nnc(CNC(=O)c2ccccc2)n1-c1cccc(C)c1	7	1	1.2	0	5	.	-1	-14	0.7	3
CCCCN1C(=O)C(=O)N(CC(=O)Nc2sc(C)c(CC)c2C(=O)OCC)C1=O	-3	-5	-0.7	-12	8	-2	0	4	0.6	6
CC(=O)Nc1ccc(S(=O)(=O)NCCc2csc(-c3cccnc3)n2)cc1	2	-4	-2.5	-2	2	.	3	-6	0.4	-2
CC1(C)Cc2ccccc2/C(=C/C(=O)c2ccccc2)N1	12	-5	1.0	-9	0	-5	3	-4	.	0
N#Cc1cccnc1N1CCN(C(=O)c2ccco2)CC1	4	2	-0.3	-3	18	-5	-13	-5	0.0	-3
CCOc1ccc(C(=O)NCCO)cc1	20	3	0.5	8	-1	2	9	-3	-1.8	0
Cc1ccc2cccc(OCc3nnc(SCC(=O)O)n3C)c2n1	8	-1	2.2	-5	-1	-3	0	0	0.4	-2
Nc1nc(SCC(=O)NCc2ccccc2)[nH]c(=O)c1NC(=O)c1ccccc1F	2	4	-1.8	8	13	-3	-2	-4	0.4	-1
CCOC(=O)C(C(=O)Nc1ccccc1)C1CCCCC1 (configuration not stated)	-4	-2	-0.1	4	-8	0	-5	8	.	-3
CSc1ccccc1C(=O)C1CCCN(C(=O)CCN2CCCO2)C1 (configuration not stated)	-3	7	0.1	-5	-4	3	-4	-2	0.0	-1
CCc1cccc2c(C(=O)COC(=O)c3nn(C)c(=O)c4ccccc34)c[nH]c12	9	0	-0.8	-8	.	-4	-3	4	0.8	6
Cc1cc(C)cc(NS(=O)(=O)c2cnc(Cl)c(Cl)c2)c1	4	-8	-1.3	2	-1	-2	.	0	.	-3
O=C(O)CCC(NS(=O)(=O)c1ccc(N2CCCC2=O)cc1)C(=O)O (configuration not stated)	1	-1	1.5	4	-8	-5	7	-11	-2.0	-1
More structures.
SMILES	Tat export inh	cardiac RTF act	CDK5 inh	dFosB act	MITF act	CAL PDZ FP-1	Wnt act	Rtt109 Vps75	CAL PDZ FP-2	V-ATPase pH
CN(C)/C(=N\S(=O)(=O)c1ccccc1)c1ccc(F)cc1	0	-3	-0.1	3	-11	-3	1	-11	-0.2	0
Cc1ccccc1C(=O)NCCSc1ccccc1	1	-6	-0.2	8	96*	-4	.	-5	0.6	-1
C[C@H](CCC(=O)O)[C@H]1CC[C@H]2[C@@H]3C(=O)C[C@@H]4CC(=O)CC[C@]4(C)[C@H]3CC(=O)[C@]12C	1&-13	3	1.3	-2	-2	9	1	-1&9	0.2	19
CCCCc1cc(=O)oc2cc(OCC(=O)NCc3ccccn3)c(Cl)cc12	2	8	3.1	-6	7	1	-2	-6	-2.3	5
CN(CC(=O)Nc1ccccc1Cl)C(=O)CSC(=S)N1CCCC1	-8	-5	-0.7	-7	3	-1	1	15	-2.2	-1
Cc1ccc(S(=O)(=O)N2CCC(C)CC2)cc1C(=O)NCc1ccccn1	2	-4	1.0	-10	-11	-2	-1	-11	-4.0	-3
COc1ccc(Cc2nnc(SCC(=O)Nc3cc(Cl)ccc3OC)[nH]c2=O)cc1	4	-4	-0.6	-6	-4	3	-2	-5	-0.2	-5
O=C(OCCOc1ccccc1F)c1cccc(S(=O)(=O)N2CCOCC2)c1	-4	6	-9.5	-2	7	18	-6	-5	-1.4	-4
Cc1cc(Cl)ccc1NC(=O)CSc1n[nH]c(N)n1	6	-1	0.9	3	0	-2	0	-1	-0.6	0
Cc1ccc(C#CC[N+]2(CC#Cc3ccc(C)cc3)CCCCC2)cc1	-2	-5	0.6	-4	-70	-2	.	.	-2.2	0
Cc1c(Cl)cccc1N(CC(=O)O)S(C)(=O)=O	-5	1	0.6	3	-1	2	.	-8	1.0	0
O=C(Nc1ccc(N2CCCCC2)cc1)c1ccc([N+](=O)[O-])o1	-22	-16	1.2	-9	-51	-2	-6	1	-2.7	5
Cc1cc(C(=O)Nc2ccc(Cl)cc2)c2ccccc2n1	3	0	0.3	1	.	-2	2	-1	-0.7	-2
COc1cc(CCC(=O)Nc2ccc(C)c(S(=O)(=O)N3CCCCCC3)c2)cc(OC)c1OC	2	-1	0.7	-13	-24	0	-5	1	-1.4	0
C=CCn1c(Cc2cccs2)nnc1SCC(=O)c1ccc2ccccc2c1	0	4	0.7	-17	11	.	.	2	-3.9	2
COc1nccnc1NS(=O)(=O)c1ccc(NC(=S)NC(=O)/C=C/c2ccc(F)cc2)cc1	3	-7	0.2	-10	0	-2	-2	-3	-2.6	-1
O=S(=O)(c1cccs1)N1CCN(c2ccnc3cc(Cl)ccc23)CC1	7	.	0.8	-6	.	-3	-14	-2	-2.5	-5
CC1(C)CC(N2CCN(CCO)CC2)=CC(=S)N1	-5	-5	1.2	-4	1	-5	-1	7	0.6	0
CCN(C(=O)CSc1nnnn1-c1ccc(OC)cc1)C1CCS(=O)(=O)C1 (configuration not stated)	-5	-6	0.4	-7	-4	.	1	-8	-0.7	-3
Cc1ccc(C2C(C#N)=C(N)SC(N)=C2C#N)c(C)c1	-2	81*	0.9	-4	.	-3	.	.	-3.6	5
O=[N+]([O-])c1ccc(Cl)cc1N1CCCC1	1	-2	0.7	2	-3	-1	0	-6	9.4	0

Bioassay records deposited in PubChem BioAssay by several laboratories.
